NCI-60 one-dose screen, 48 h, at 10 µM unless noted. Numbers give growth in % (100 = growth as untreated, 0 = no growth, -100 = all killed).
HL-60(TB): HL-60(TB) leukemia cells; actives 9% (n = 78,000); active = growth percent below 10
Numbers without * were called inactive; & = joins results of further samples.

Start of the listing, in advance, 6 compounds:
SMILES | HL-60(TB)
COc1ccc(Nc2n[nH]c(Cc3ccccc3)n2)cc1 | 80
Cc1cc(O)c(/C=N/C(=S)Nc2ccc(S(N)(=O)=O)cc2)c(=O)o1 | 113
Cc1ccc(N=Nc2c(N)n[nH]c2N)cc1 | 94
O=C(O)c1cc(N=Nc2ccc([N+](=O)[O-])cc2)ccc1O | 100
Cc1cccc(CSc2nc(N)nc3nc[nH]c23)n1 | 104
O=C(/C=C/c1ccccc1)c1nc2ccccc2n1Cc1ccc(Br)cc1 | -14*

This part in full, previewed entries included:
SMILES | HL-60(TB)
COc1ccc(Nc2n[nH]c(Cc3ccccc3)n2)cc1 | 80
Cc1cc(O)c(/C=N/C(=S)Nc2ccc(S(N)(=O)=O)cc2)c(=O)o1 | 113
Cc1ccc(N=Nc2c(N)n[nH]c2N)cc1 | 94
O=C(O)c1cc(N=Nc2ccc([N+](=O)[O-])cc2)ccc1O | 100
Cc1cccc(CSc2nc(N)nc3nc[nH]c23)n1 | 104
O=C(/C=C/c1ccccc1)c1nc2ccccc2n1Cc1ccc(Br)cc1 | -14*
Cc1nnc2c(N3NC(=O)CC3=O)nc3ccccc3n12 | 100
O=c1[nH]cnc2cccc(Cl)c12 | 104
COc1cccc2c(=O)c3c(sc12)c(NCc1ccccc1)nc1ccccc13 | 94
COc1ccc2c(c1)OC1=C(C(=O)OC1)C2c1cc(OC)c2c(c1)OCCO2 (stereo unspecified) | -29*
COc1ccc(/C=C/c2nc(Nc3ccc(S(=O)(=O)Nc4cc(C)on4)cc3)c3ccccc3n2)cc1 | 81
OCC[C@H]1C[C@H]1/C=C/c1ccccc1 | 100
O=C(O)C(Cc1ccccc1)N1C(=O)/C(=C/C(Cl)=C/c2ccc([N+](=O)[O-])cc2)SC1=S (stereo unspecified) | -8.3*
C=C(C)[C@@H]1CC[C@]2(CN)CC[C@]3(C)[C@H](CC[C@@H]4[C@@](C)(CCCN)[C@H](C(=C)C)CC[C@]43C)[C@@H]12 | 53
O=C(Nc1ccc(F)cc1)c1cc2cc(Nc3nc(-c4ccccc4)nc4ccccc34)ccc2oc1=O | 102
CC(C)c1cccc(C(C)C)c1OCCN(C(C)C)C(C)C | 88
[2H]c1c([2H])c(-n2cc3cccc(C(N)=O)c3n2)c([2H])c([2H])c1C1CCCNC1 (stereo unspecified) | 85
COc1cc2nc(Sc3cnc(N)s3)n(Cc3ccccc3)c(=O)c2cc1OC | 113
CCc1ccc(N2C(=O)CCSC2=S)cc1 | 114
O=C(NC1CCCCC1)C(c1ccccc1O)N(C(=O)C1CCc2cc(F)ccc2O1)c1ccc(F)cc1F (stereo unspecified) | 95
CN(C)c1ccc(/C=C/c2n(Cc3ccc4ccccc4c3)c3ccccc3[n+]2Cc2ccc3ccccc3c2)cc1 | -47*
O=C(CNc1ccc(O)cc1)Cn1cc(COc2ccc(C=Nc3cnc4ccccc4c3)cc2)nn1 | 99
c1ccc(C2=NC(c3ccccc3)C(c3ccccc3)N2)cc1 (stereo unspecified) | 75
Cc1nc2ccccc2c(/C=C/c2ccc(Br)cc2)c1C(N)=O | 73
CC(=O)c1cccc(Nc2ccnc(SCC(=O)c3ccc(-c4ccccc4)cc3)n2)c1 | 101

Part of the list above, as tab-separated lines:
Compound	HL-60(TB)
O=C(CNc1ccc(O)cc1)Cn1cc(COc2ccc(C=Nc3cnc4ccccc4c3)cc2)nn1	99
O=C(O)c1cc(N=Nc2ccc([N+](=O)[O-])cc2)ccc1O	100

Continuation:
SMILES | HL-60(TB)
COc1ccc2nc(NS(=O)(=O)c3ccc(N=Cc4ccccc4O)cc3)sc2c1 | 97
Clc1cnc(Nc2ccc(OCCN3CCCC3)cc2)nc1NCc1ccco1 | -27*
O=C(NCCc1nccs1)c1cnc2c(S)cccc2c1 | 17
CCOC(=O)c1cccc(NC2=C(Cl)C(=O)C(C)=C(C)C2=O)c1 | 31
Cc1cc(C)c(Cn2c(=O)[nH][nH]c2=O)cc1Cn1c(=O)[nH][nH]c1=O | 97
CCOC(Cn1cc([N+](=O)[O-])c(=O)[nH]c1=O)OCC | 97
CC(C)CCC[C@@H](C)[C@H]1CC[C@H]2[C@@H]3CC=C4c5sc(Nc6ccccc6[N+](=O)[O-])nc5CC[C@]4(C)[C@H]3CC[C@]12C | 96
Clc1ccc(/C=C/c2nc(Nc3ccc(Cl)cc3)c3ccccc3n2)cc1 | 102
COc1cc(Nc2nc3ccccc3cc2C(=O)Nc2ccc(F)c(F)c2)cc(OC)c1OC | 20
CC(C)OC(=O)Oc1ccccc1OC(=O)OC(C)C | 109
N#C/C(=C\c1cccnc1)c1ccc(Br)cc1 | 107&94
C[C@@H]1N=C(c2ccc3ccccc3n2)Nc2nc3ccccn3c2C1=O | 98
O=c1c2cc3c(=O)n(-c4ccccc4)c(=O)c3cc2c(=O)n1-c1ccccc1 | 132
Cc1ccc(C(=O)c2ccc(CC(=O)N=Nc3c(O)[nH]c4ccccc34)n2C)cc1 | 92
CNCC(Cl)c1ccc(OC(C)=O)cc1 (stereo unspecified) | 93
C=C(C[n+]1ccccc1)[C@@H]1CC[C@]2(C(=O)OC)CC[C@]3(C)[C@H](CC[C@@H]4[C@@]5(C)CC[C@H](O)C(C)(C)[C@@H]5CC[C@]43C)[C@@H]12 | 93
Cc1ccccc1N=Nc1ccc(N=Nc2ccc(O)cc2O)c(C)c1 | 99
CCOC(=O)c1cc2c(n1Cc1ccccc1OC)-c1oncc1CCC2 | 14
CCN1CCN(C(=O)[C@]23CC[C@@H](C)[C@H](C)[C@H]2C2=CC[C@@H]4[C@@]5(C)C/C(=C/c6cccc([N+](=O)[O-])c6)C(=O)C(C)(C)[C@@H]5CC[C@@]4(C)[C@]2(C)CC3)CC1 | 58
N#Cc1c(NC(=O)Nc2ccccc2Br)sc2c1CCCCC2 | 74
COc1ccc(C=C2C(=O)OC(C)(C)OC2=O)cc1 | 98
COc1ccc(-c2nc(Nc3ccc(-c4nc5ccccc5[nH]4)cc3)nc(N3CCOCC3)n2)cc1 | -46*
O=C1NC(=O)/C(=C\c2cn(-c3ccccc3)nc2-c2cccs2)S1 | 111
O=C(NCCCCC(Cl)(Cl)C(=O)O)c1ccccc1 | 104
CC(=O)CSc1nc(-c2cc3ccccc3o2)cc(-c2ccc(Cl)cc2)c1C#N | 96
SMILES | HL-60(TB)
COc1ccc(/C=C(\C#N)C(=O)Nc2cccc(Nc3nc(SC)nc(-c4cccc([N+](=O)[O-])c4)c3C#N)c2)cc1OC | 95
Cc1nonc1C | 104
NC(=O)c1c(NC(=O)COC(=O)c2ccccc2F)sc2c1CCC2 | 95
C[C@@H](O)C[C@@H](C[C@H](C)c1ccc2ccccc2c1)c1ccccc1 | 100
Cn1cc(C(=O)c2nc(-c3c[nH]c4ccc(F)cc34)no2)c2cc(Br)ccc21 | 92
COc1cc(OC)c(S(N)(=O)=O)cc1C(=O)/C=C/c1ccccc1 | 5.3*
COc1ccc2c(c1)c(-c1nc(-c3c[nH]c4ncccc34)cs1)cn2CCN1CCOCC1 | 61
CCCn1cc(/C=C/C(=O)c2cc3ccccc3oc2=O)c2ccccc21 | 90
CCC(C)(C)c1ccc(OCCCCN2CCN(c3ccncc3)CC2)cc1 | -58*
Cc1cc(OCc2cccc(-c3ccc4c(c3)OCCO4)c2C)cc(OCc2cccc(C#N)c2)c1CN[C@H](CO)C(=O)O | 101
Clc1ccc2c(c1)N(CCCN1CCCC1)c1ccccc1S2 | 17
Cc1ccc(C(C)C)c2c1CC[C@](C)(O)[C@H]2O | 96
COc1cc(/C=C/c2ccc3c(Br)cc(Br)c(O)c3n2)ccc1O | -47*
c1ccc(-c2nc(N3CCNCC3)c3oc(-c4ccccc4)nc3n2)cc1 | -47*
C=CCn1c(SCC(=O)Nc2ccccc2)nnc1-c1ccc(OC)cc1 | 95
O=C(NS(=O)(=O)c1ccc(Cl)cc1)n1ccc2cccnc21 | 90
CS(=O)(=O)Nc1cccc(C(=O)NCc2ccc(N3CCOCC3)cc2)c1 | 92
CCOC(=O)c1c2c(c(C)n1C)-c1nn(Cc3ccc(OC)cc3)cc1CC2 | 73
O=c1n(Cc2ccc3ccccc3c2)c2ccccc2n1Cc1ccc2ccccc2c1 | 95
COc1ccc2cc(-c3nc4ccccc4o3)c(Cl)nc2c1OC | 93
Cc1ccc(C(=O)CSc2nc3ccccc3c(=O)n2CCc2ccc(S(N)(=O)=O)cc2)cc1 | 89
Cc1[nH]c(C2CC(c3ccccc3)=NN2c2ccccc2)c(C)c1C(=O)NCC(F)(F)F (stereo unspecified) | 89
CCCCCCCCn1ccc2cc(NC(=O)Cn3cc(CN4CCC(C)CC4)nn3)ccc21 | -22*
CCc1ccccc1NC(=O)c1sc2nc3c(cc2c1N)CCCC3 | 2.7*
COc1cc2c3c(n([C@@H]4CCOC4)c(=O)c2cc1OC)-c1cc2c(cc1C3=O)OCO2 | 26
SMILES | HL-60(TB)
C#Cc1ccc([N+](=O)[O-])cc1 | 97
CS(=O)(=O)c1ccc(C(F)(F)F)cc1NC(=O)Nc1cnc(Oc2ccc(-c3cc(Cl)cnc3N)cc2)nc1 | 92
CCCCCCCCCCCCCCCCCC1=NC(C)(C)CO1 | 53
CC(C)CNCCCC(=O)Nc1ccc(C(=O)OCC(C)C)cc1 | 64
COc1ccc(-c2nc3ccccc3n2C(=O)/C=C/c2ccccc2)cc1 | 96
CNC(=O)c1cc(Oc2ccc3nc(NC(=O)Nc4ccc(C(F)(F)F)cc4)sc3c2)ccn1 | 120
COc1ccc(C(c2ccccc2OC)c2ccccc2C(=O)O)cc1 (stereo unspecified) | 103
CCn1c(SCCc2c[nH]c3ccccc23)nnc1-c1ccncc1 | 102
CC(=O)OC1CCC2C3C(C)CC4CC(=O)CCC4(C)C3CCC12C (stereo unspecified) | 55
FC(F)(F)c1cccc(OCC2CNC(=S)O2)c1 (stereo unspecified) | 89
Nc1nc(N)c2c(ncc3[nH]c4ccccc4c32)n1 | 102
COc1ccc(Nc2cc(=O)[nH]c(N)n2)cc1 | 105
COc1cccc(-c2nnc3c4c(ncn23)N(C)c2ccccc2C(C)C4)c1 (stereo unspecified) | 107
Fc1ccccc1CSc1ncnc2c1ncn2C1CCCO1 (stereo unspecified) | 63
COCCOCCOCc1n(Cc2ccc3ccccc3c2)c2ccccc2[n+]1Cc1ccc2ccccc2c1 | -54*
NS(=O)(=O)c1ccc(C(=O)NN2C(=O)c3c(Cl)c(Cl)c(Cl)c(Cl)c3C2=O)cc1 | 103
C=C1CCC2C3(C)COC(c4ccccc4Cl)OC3CCC2(C)C1/C=C/C1=CCOC1=O (stereo unspecified) | 38
Cc1[nH]c2ncnc(Nc3ccc(C(=O)Nc4ccc(Cl)c(C(F)(F)F)c4)cc3)c2c1C | 112
Oc1ccc(-c2ccc3c(c2)ncn3-c2ccncc2)cc1 | 68
CCC(=O)OCc1cccc(OC)c1 | 54
CC(C)(C)[Si](C)(C)OCC1OC(n2cnc3c(NC(=O)c4ccccc4)ncnc32)CC1O (stereo unspecified) | 105
CCCCC(NC(=O)CNC(=O)c1cccc(N2C(=O)/C(=C/c3ccccc3)SC2=S)c1)C(=O)O (stereo unspecified) | 111
O=S(=O)(NCCCNc1nccc(-c2c(-c3cccc(F)c3)nc3occn23)n1)c1ccccc1 | 101
CCn1c(Cc2ccccc2Nc2c(Cl)cccc2Cl)nnc1SCC(=O)NN1C(=O)/C(=C/c2ccc(Br)cc2)SC1=S | 100
C=CCCCCCCCCC(=O)OC(C)C | 117
SMILES | HL-60(TB)
O=C(ONC(=O)[C@H]1C2C=CC(C2)[C@@H]1C(=O)NOC(=O)c1ccccc1)c1ccccc1 | 71
Cn1ccc(=O)n(C)c1=O | 99
CC(C(CC(=O)c1ccccc1)c1ccccc1)[N+](=O)[O-] (stereo unspecified) | 95
Cn1c(=O)c2c(nc(N(CCCl)CCCl)n2C)n(C)c1=O | 101
Nc1ncc(Br)cn1 | 104
CC[C@]12C=CCN3CC[C@@]4(c5cc(NC(=O)CCC(=O)O[C@H]6CC[C@H]7[C@@H]8CCC9=CC(=O)CC[C@@H]9[C@H]8CC[C@]67C)c(OC)cc5N(C)[C@H]4[C@@](O)(C(=O)OC)[C@@H]1OC(C)=O)[C@@H]32 | 63
O=C(O)CN1C(=O)CCC1=O | 134
CCOC(=O)c1c(C)oc(=O)c(CC)c1O | 108
NS(=O)(=O)c1ccc(CCn2c(SCC(=O)c3ccc(Cl)cc3)nc3ccccc3c2=O)cc1 | 95
Nc1ncc(C#Cc2cncc(NC(=O)c3cccc(C(F)(F)F)c3)c2)c2cccnc12 | 33
COc1ccc(/C=c2\c(=O)n(-c3ccccc3)c3nnc(NN)n23)cc1 | 110
N=C(N)c1ccc(-c2ccc(-c3cccs3)o2)cc1 | -29*
COc1ccc(-n2c(NC(=O)C3CC3)c(C#N)c3ccccc32)cc1 | 85
CCOc1ccc(N2C(=O)CCSC2=S)cc1 | 100
Cc1cc(O)cc(C)c1O | 92
CCC(=O)CC(C)(C)C | 124
O=C(Nc1ccc([N+](=O)[O-])cc1)C(Cl)(Cl)Cl | 108
OCC1OC(O)CC(O)C1O (stereo unspecified) | 86
O=c1nc(/C=C/c2ccc(Br)cc2)oc2ccccc12 | 66
c1cc2c(ccc3[nH]c(-c4ccc5[nH]ncc5c4)c4c(c32)CCCC4)n1 | 9.7*
N#Cc1nc(/C=C2\SC(=S)N(Cc3ccccc3)C2=O)cs1 | 52
CC(C)OC(=O)[C@H](C)NP(=O)(OC[C@H]1O[C@@H](n2cnc3sc4c(=O)[nH]c(N)nc4c32)C(F)(F)[C@@H]1O)Oc1ccccc1 (stereo partly specified) | 100
O=C1/C(=C/c2cc(F)cc(F)c2)Cc2cc3c(cc21)OCO3 | 3.7*
C1CNCCN1 | 105
Cc1c([N+](=O)[O-])oc2c1C(=O)NCCC2 | 98
CC1(C)C2CCC(CN)C1C2 (stereo unspecified) | 98

Some of the entries so far, in markdown.
| structure | HL-60(TB) |
| --- | --- |
| c1cc2c(ccc3[nH]c(-c4ccc5[nH]ncc5c4)c4c(c32)CCCC4)n1 | 9.7* |
| Cn1c(=O)c2c(nc(N(CCCl)CCCl)n2C)n(C)c1=O | 101 |
| COc1ccc(/C=c2\c(=O)n(-c3ccccc3)c3nnc(NN)n23)cc1 | 110 |

This is a subset; rates above refer to the full screens.
